Screens from PubChem.
uPA surface inh = blocks generation of uPA at the cell surface; AID 540303; 330,000 compounds, 0.31% hits; cell surface uPA generation assay, qHTS; Potency, µM (top dose mostly 38.3 µM), for the others: top-dose activity change, negative = inhibition, actives largely listed as inhibitors; active = well fitted inhibition curve with a large enough effect; inconclusive = small, poorly fitted or top-dose-only effect; inactive = no such curve, though single readings can be large or run the other way; tested in mouse RAW 264.7 cells; note: % is set by controls: 0 for no effect and ±100 for the full control effect; nearly all actives have a fitted effect of over 55% in size
Gal4-VP16 FLuc = Gal4-VP16 reporter inhibition counter-screen. Drosophila S2 Gal4-VP16 UAS-luciferase, luminescence, 20 h. Potency, µM (top dose mostly 53.6 µM), for the others: top-dose activity, negative = inhibition, most hits filed as inhibitors. 310,000 compounds, 3.5% hits. AID 2546;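 note: Gal4-VP16 expression switched on by copper sulfate through the metallothionein promoter; % is set by controls: 0 for no effect and ±100 for the full control effect; nearly all actives have a fitted effect of over 50% in size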
BRCA1 expr act = BRCA1 expression activation. MCF7-BRCA1-FFLuc reporter, luminescence, 48 h; response scale: scaled: vehicle 0%, 10 µM genistein 100%. Potency, µM (doses to about 46.1 µM), inactives show at the highest dose activation, hits mostly activators. 380,000 compounds, 1.1% hits; note: nearly all actives have a fitted effect of over 80% in size; some results filed as inactive show a strong effect at the top dose
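MCF7-BRCA1-FFLuc, 2000 cells/well; 2 h attach, 37 °C/5% CO2; compound 48 h; luciferase substrate 15 min; luminescence end-point. Norm. to genistein 10 microM max activation and DMSO; concentration-response curves fitted.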
NPC1 prom act = activates the NPC1 promoter. Huh7 NPC1 promoter luciferase reporter, 24 h. Potency, µM (titrated, usually from 9.22 µM), for the others: at the highest dose activation, usual class: activators. 320,000 compounds, 2.4% hits;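 note: % of control where 0% means no effect; nearly all actives have a fitted effect of over 60% in size; reporter is driven by a mutant NPC1 promoter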
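Huh7 cells stably carrying NPC1 promoter–luciferase, plated in Opti-MEM with 10% FBS for 2 h, were exposed to compound in DMSO for 24 h at 37 °C; luciferase reagent was added for 10 min and luminescence read.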
FLuc modulator = firefly luciferase modulation, counter-screen for miR-21 project | Potency, µM (titrated, usually from 57.5 µM), inactives show at the highest dose activity change, negative = inhibition, usual class: inhibitors | AID 588342 | 360,000 compounds, 6.9% hits | purified FLuc, Km substrates, luminescence inhibition;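 note: plate controls were vehicle for no effect and reference inhibitor for full effect; nearly all actives have a fitted effect of over 55% in size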
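Biochemical qHTS of compounds, final roughly 60 µM downward over six points, against 10 nM purified firefly luciferase using Km concentrations of substrates (10 uM D-luciferin, 10 uM ATP) in Tris acetate pH 7.5 buffer; luminescence output.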
MBNL1-CUG inh = MBNL1-poly(CUG) RNA binding inhibition. Q9NR56. TR-FRET MBNL1-His/biotin-(CUG)12 binding, 665/545 ratio. Potency, µM (highest dose often 57.5 µM), without a hit: at the top dose activity change, negative = inhibition, most hits filed as inhibitors. 280,000 compounds, 0.036% hits. AID 2675; active = well fitted inhibition curve with a large enough effect in the signal ratio, with a control signal flat, not every such curve was filed as active; inconclusive = small, poorly fitted or top-dose-only effect, or effect the other way, or a change in a side signal; inactive = no such curve, though single readings can be large or run the other way; the % refers to the signal ratio; note: % is set by controls: 0 for no effect and ±100 for the full control effect
Target sequence (Q9NR56 whole entry, looked up): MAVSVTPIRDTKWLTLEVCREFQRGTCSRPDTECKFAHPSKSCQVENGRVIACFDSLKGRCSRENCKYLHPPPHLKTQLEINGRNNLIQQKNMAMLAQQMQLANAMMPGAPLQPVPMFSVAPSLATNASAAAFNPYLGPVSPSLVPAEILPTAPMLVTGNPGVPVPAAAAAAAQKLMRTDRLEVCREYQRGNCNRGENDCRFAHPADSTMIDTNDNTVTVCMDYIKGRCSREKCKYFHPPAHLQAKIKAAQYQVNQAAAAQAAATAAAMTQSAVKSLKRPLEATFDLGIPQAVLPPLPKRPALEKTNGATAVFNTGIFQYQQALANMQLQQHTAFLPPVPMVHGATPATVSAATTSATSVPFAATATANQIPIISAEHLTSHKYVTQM
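TR-FRET readout: Ex 340 nm, 665/545 nm emission ratio, normalized to buffer-only (basal) and MBNL1-(CUG)12 controls. Complex of MBNL1-His with Biotin-(CUG)12, compounds 92 nM–58 uM, incubated 60 min at room temperature.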
RORgamma inh = ROR gamma (mouse) transcription inhibition | Potency, µM (highest dose often 53.6 µM), without a hit: at the highest dose activity change, negative = inhibition, usual class: inhibitors | Drosophila S2 Gal4-RORgamma UAS-luciferase reporter, 20 h | 310,000 compounds, 5.4% hits; note: % is set by controls: 0 for no effect and ±100 for the full control effect; nearly all actives have a fitted effect of over 60% in size
Target sequence (P51450 whole entry, looked up, the tested form may be a part): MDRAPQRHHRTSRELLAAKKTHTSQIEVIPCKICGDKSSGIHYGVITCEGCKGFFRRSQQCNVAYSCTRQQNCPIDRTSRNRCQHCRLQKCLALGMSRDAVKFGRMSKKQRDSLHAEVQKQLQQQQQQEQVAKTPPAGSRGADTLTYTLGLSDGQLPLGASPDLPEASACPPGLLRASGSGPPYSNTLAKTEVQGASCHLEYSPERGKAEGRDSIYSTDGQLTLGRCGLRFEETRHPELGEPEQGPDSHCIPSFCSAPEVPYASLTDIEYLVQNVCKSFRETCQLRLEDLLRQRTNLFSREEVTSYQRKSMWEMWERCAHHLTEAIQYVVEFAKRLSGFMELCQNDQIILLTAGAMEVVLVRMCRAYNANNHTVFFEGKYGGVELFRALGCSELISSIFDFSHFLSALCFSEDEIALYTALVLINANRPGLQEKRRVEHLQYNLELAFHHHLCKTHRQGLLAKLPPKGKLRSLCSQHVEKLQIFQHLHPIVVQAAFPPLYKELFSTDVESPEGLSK
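Compounds are pin-transferred onto Drosophila Schneider cells expressing a copper-inducible Gal4–ROR gamma transactivation domain fusion. After 1 hr, copper sulfate is added to 700 uM final; luciferase is read 20 hr later.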
ELG1 genotox = genotoxicity induction in ELG1-luciferase HEK293T cells | HEK293T ELG1-luciferase reporter, luminescence, 16 h | Potency, µM (titrated, usually from 46 µM), inactives show at the top dose activity change, positive = activation, hits mostly activators | 330,000 compounds, 1.3% hits | AID 504466; note: % of control where 0% means no effect; nearly all actives have a fitted effect of over 60% in size
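HEK293T cells expressing luciferase-tagged ELG1 were treated with compound or DMSO for 16 hr at 37°C. Luciferase activity was then read after 30 min with ONE-Glo at room temperature; rising signal flags genetic stress.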
p53 reactivator = restores transcriptional activity of mutant p53; 320,000 compounds, 0.063% hits; H1299 p53-A138V BP100-luciferase reporter, luminescence, 24 h; Potency, µM (highest dose often 92.2 µM), without a hit: at the highest dose activity change, positive = activation, most hits filed as activators; note: % of control where 0% means no effect; nearly all actives have a fitted effect of over 45% in size
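H1299 (p53-null), stable ts p53-A138V + BP100-Luc; 1000 cells/well, Opti-MEM/10% FBS; cpd 4 pt, 1:5; 24 h, 37 deg C, 5% CO2; detection reagent 10 min RT; luminescence.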
Rab9 promoter act = activators of Rab9 promoter; Huh7 Rab9 promoter-luciferase reporter, luminescence, 24 h; Potency, µM (highest dose often 9.22 µM), inactives show top-dose activation, negative = inhibition, hits mostly activators; 320,000 compounds, 2.8% hits; AID 485297; note: % of control where 0% means no effect; nearly all actives have a fitted effect of over 60% in size
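Promoter activation is measured as luciferase luminescence in Huh7 cells stably transfected with a Rab9 promoter–luciferase construct, following 24 h compound exposure at 37 °C and 10 min reagent incubation at ambient temperature.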
* marks the source's active call; other numbers are inactive results; ? = inconclusive; . = no result given; & = joins results of further samples. Unless noted, calls come from the whole dose curve; as a rule, active = well fitted curve in the direction sought with a large enough effect; inconclusive = small, poorly fitted or top-dose-only effect, or another doubt; inactive = no such curve, though single readings can be large; an effect the other way counts as inactive or inconclusive. Potency is the fitted concentration of half-maximal effect.

Values in the order – uPA surface inh	Gal4-VP16 FLuc	BRCA1 expr act	NPC1 prom act	FLuc modulator	MBNL1-CUG inh	RORgamma inh	ELG1 genotox	p53 reactivator	Rab9 promoter act
Cc1cc(=O)oc2cc(OCC(O)Cn3ccnc3)ccc12 (stereo not given)
    -2.5%	6.8%	-3.5%	0.2%	-1.8%	-2.7%	-5.5%	3.5%	.	0.6%
Cc1cc(NC(=O)Nc2ccc(Cl)c(Cl)c2)n(-c2ccccc2)n1
    -2.4%	13.8%	-47.8%	-2.3%	-17.1%	-10.5%	-14.7%	-4.9%	-3.8%	16.4%
O=C(O)c1ccc(NC(=O)c2cccc(S(=O)(=O)Nc3ccc(C(=O)O)cc3)c2)cc1
    -8.3%	-21.4%	2.5%	1.1%	?	-16.9%	-7.7%	-6.1%	.	-1.7%
C=CCNC(=S)N1CCc2[nH]c3ccccc3c2C1
    -5.4%	-0.1%	-9.1%	-2.2%	-8.8%	-8.0%	-8.5%	2.0%	0.4%	-2.5%
O=C(NCCCn1ccnc1)c1ccc2c(c1)OCCO2
    -3.7%	4.4%	-28.7%	8.8%	-9.5%	-12.7%	37.2%	1.6%	?	4.6%
O=C(Nc1ccc2ccccc2c1)c1cnccn1
    .	-4.8%	?	3.55µM*	?	11.1%	20.2%	?	?	1µM*
Cc1ccc(Cc2ccc(C(=O)NNC(N)=S)o2)cc1
    0.1%	-15.8%	71.0%	0.3%	-15.4%	-8.4%	10µM*	2.5%	-2.1%	-7.6%
O=C(Nc1ccc(Cl)c(S(=O)(=O)N2CCOCC2)c1)c1cc(=O)[nH]c2ccccc12
    2.9%	.	-20.6%	-4.9%	3.5%	.	.	0.1%	?	-4.8%
Cc1ccc(S(=O)(=O)/N=C(/Nc2ccc3[nH]c(=O)[nH]c3c2)c2ccc(F)cc2)cc1
    0.2%	1.5%	-3.6%	-1.7%	-0.4%	-4.3%	14.9%	3.8%	-4.2%	-1.6%
CC1CC(C)(C)NC(=S)N1CCC(=O)N1c2ccccc2CC1C (stereo not given)
    -0.6%	17.8µM*	-38.9%	-3.3%	-0.9%	0.0%	3.98µM*	-5.8%	0.0%	-0.6%
COC(=O)CSc1nc(NC#N)nc(NC(C)(C)C)n1
    4.9%	-2.3%	8.2%	-4.4%	-2.5%	-6.7%	-2.5%	1.5%	1.2%	-5.4%
CC(/C=C1\SC(=S)N(NC(=O)c2cccc(O)c2)C1=O)=C\c1ccccc1
    0.0%	?	-26.3%	1.1%	?	-10.3%	33.7%	0.3%	1.9%	-7.7%
Fc1ccccc1Cn1cnc(NC(=S)NCCc2ccccc2)n1
    .	0.1%	.	-7.4%	-1.4%	0.2%	12.5%	11.9%	4.1%	-4.6%
COc1cccc(/C=C2\SC(=S)N(CCCC(=O)NC3=NCCS3)C2=O)c1
    -7.8%	0.708µM*	-29.5%	-21.8%	-17.6%	8.7%	0.562µM*	-0.4%	-6.3%	-27.0%
COc1ccc(S(=O)(=O)N2c3cc(C)ccc3OCC2C(C)(C)C)cc1 (stereo not given)
    -11.2%	-5.8%	-87.6%	-26.8%	7.2%	-5.9%	1.9%	0.1%	11.3%	-22.8%

Entries of single compounds, quoted from the list:
O=C(O)c1ccc(NC(=O)c2cccc(S(=O)(=O)Nc3ccc(C(=O)O)cc3)c2)cc1 reads uPA surface inh = -8.3%; Gal4-VP16 FLuc = -21.4%; BRCA1 expr act = 2.5%; NPC1 prom act = 1.1%; FLuc modulator = ?; MBNL1-CUG inh = -16.9%; RORgamma inh = -7.7%; ELG1 genotox = -6.1%; p53 reactivator = .; Rab9 promoter act = -1.7%
CC(/C=C1\SC(=S)N(NC(=O)c2cccc(O)c2)C1=O)=C\c1ccccc1 reads uPA surface inh = 0.0%; Gal4-VP16 FLuc = ?; BRCA1 expr act = -26.3%; NPC1 prom act = 1.1%; FLuc modulator = ?; MBNL1-CUG inh = -10.3%; RORgamma inh = 33.7%; ELG1 genotox = 0.3%; p53 reactivator = 1.9%; Rab9 promoter act = -7.7%

Additional results
Values in the order – uPA surface inh	Gal4-VP16 FLuc	BRCA1 expr act	NPC1 prom act	FLuc modulator	MBNL1-CUG inh	RORgamma inh	ELG1 genotox	p53 reactivator	Rab9 promoter act
O=C(NCCCN1CCCC1)c1ccc2c(c1)N(Cc1ccccc1F)C(=O)c1ccccc1S2(=O)=O
    -20.0%	-3.6%	-23.1%	2.1%	2.0%	-4.9%	5.2%	-3.2%	-4.5%	-7.4%
Cc1ccc(S(=O)(=O)N(C)CC(=O)N/N=C/c2ccc(C)o2)cc1
    4.1%	-2.2%	-1.5%	12.8%	?	5.9%	5.1%	-8.0%	-1.0%	-3.9%
O=C(CC1Sc2ccccc2NC1=O)OCC(=O)N1CCc2ccccc21 (stereo not given)
    -1.6%	15.7%	-8.3%	-7.2%	?	-6.3%	?	-0.6%	6.5%	5.0%
COc1ccc(Br)cc1C(=O)Nc1ccc(O)cc1
    -16.3%	-3.3%	-12.1%	6.6%	?	-7.9%	-10.7%	15.2%	-15.9%	1.8%
CCOC(=O)CN1c2ccccc2NC(=O)CC1C (stereo not given)
    6.9%	5.6%	0.0%	0.5%	0.2%	14.6%	-9.6%	1.0%	4.7%	2.8%
O=C(Nc1ccc(N2CCOCC2)cc1)c1ccc(Br)o1
    -10.7%	?	70.7%	0.447µM*	4.26µM*	-0.3%	?	?	?	0.282µM*
O=C(Nc1cc([N+](=O)[O-])ccc1Cl)c1cccnc1
    1.1%	1.7%	4.5%	-5.7%	-1.4%	?	21.8%	1.4%	?	-0.7%
O=[N+]([O-])c1cccc(-c2nn(-c3ccccc3)cc2CO)c1
    0.1%	-3.4%	-44.8%	-0.2%	?	?	1.2%	0.5%	0.9%	-3.2%
CC(C)COC(=O)n1c(SCC(N)=O)nc2ccccc21
    0.2%	-3.0%	-18.0%	-1.0%	0.4%	-3.7%	3.3%	0.2%	-2.7%	-3.2%
Cc1nc(SCC(=O)Nc2ccc(N3CCOCC3)cc2)nc(C)c1C
    2.3%	2.4%	3.3%	1.2%	1.7%	-29.7%	-0.9%	-3.3%	8.8%	5.8%
COc1ccc(NC(=O)NNC(=O)C(C)Oc2ccc3ccccc3c2)cc1 (stereo not given)
    -0.1%	0.1%	-32.3%	-3.3%	-2.6%	-7.4%	9.2%	-1.2%	8.8%	-0.1%
CCOc1ccc(C(=O)Nc2ccc(C(F)(F)F)n(C)c2=O)cc1
    -6.0%	12.6%	15.5%	-1.8%	-5.2%	?	5.0%	0.3%	3.7%	-6.8%
CN(C)CCCOC(=O)Cc1ccc(Cl)cc1
    1.0%	-8.4%	-2.2%	8.1%	-1.0%	2.9%	-2.1%	0.1%	1.8%	4.1%
CSCCC(NC(=O)c1ccc(Cl)cc1)C(=O)OCC(=O)Nc1ccc(C#N)cc1 (stereo not given)
    -4.1%	-2.9%	8.1%	-0.6%	-8.9%	0.3%	0.9%	-1.1%	-7.6%	0.1%
CC1(C)CC2CC(C)(CN2CC(=O)C(C#N)c2ccccc2)C1 (stereo not given)
    8.4%	2.3%	13.7%	1.8%	-9.1%	-5.6%	?	-0.8%	2.4%	-0.5%
COc1ccc(C(=O)N2CC(=O)Nc3ccccc32)cc1S(=O)(=O)N1CCOCC1
    -0.6%	-2.5%	5.1%	-1.0%	-1.9%	-2.1%	12.3%	-0.5%	2.4%	2.6%
CCC1CN(S(=O)(=O)c2cc(-c3cc(C)no3)ccc2OC)c2cc(C)ccc2O1 (stereo not given)
    -4.0%	-17.2%	-37.2%	-7.7%	2.7%&-3.9%	7.1%	-9.2%	-7.3%	5.6%	3.4%
C#CCC(NC(=O)c1ccc(C(F)(F)F)cc1)C(=O)NCCC (stereo not given)
    4.3%	.	0.0%	-1.8%	2.7%	.	.	4.4%	7.3%	0.0%
CN(C)C(=O)Cn1c(SCC(=O)NC2CCCCC2)nc2ccccc21
    -3.6%	0.0%	7.3%	-1.9%	1.8%	4.4%	-11.8%	2.9%	3.6%	0.8%
CC(=O)Nc1ccc(S(=O)(=O)N(C)c2nc3ccccc3nc2Cl)cc1
    ?	11.5%	-4.4%	-2.5%	-2.3%	?	44.0%	-20.8%	3.4%	-2.8%
O=C(NC1CCCCC1)C(c1ccc(F)cc1)N(Cc1ccco1)C(=O)CN1C(=O)c2ccccc2S1(=O)=O (stereo not given)
    -3.0%	?	-11.0%	-0.1%	2.0%	-7.2%	13.2%	-2.4%	-1.0%	-6.5%
CN(C)C(CNc1ccc(C(N)=O)cc1[N+](=O)[O-])c1ccccc1 (stereo not given)
    2.2%	3.9%	-20.8%	1.2%	4.6%	?	5.5%	1.7%	5.0%	-2.8%
C=CCNc1nc(Nc2ccc([N+](=O)[O-])cc2)nc(OC)n1
    -1.4%	8.0%	5.2%	0.7%	2.2%	4.2%	1.6%	?	-0.2%	-4.5%
CN(Cc1ccco1)S(=O)(=O)c1nnc(NC(=O)c2ccccc2Cl)s1
    -8.6%	-1.9%	0.3%	-1.8%	-12.7%&-4.0%	2.2%	34.1%	-0.2%	5.8%	-0.8%
CCOc1ccc(S(=O)(=O)N2CCN(S(=O)(=O)c3ccc(OCC)cc3)C(C)C2)cc1 (stereo not given)
    2.6%	-3.0%	-8.6%	0.4%	6.8%	-14.0%	-11.6%	2.3%	-2.3%	3.0%
